# Screening data: PubChem, Broad Institute
# FN deposition inh = fibronectin deposition inhibition; AH1F fibroblasts, Alexa488-fibronectin deposition fluorescence, overnight; inhibition, % at 12.6 µM; 350,000 compounds, 0.086% hits; AID 743247;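 active = mean inhibition across replicates of 30% or more, regardless of how many single replicates reach that level; inconclusive = mean under 30% yet at least half of replicates reach 30%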;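 note: positive control wells lacked labelled fibronectin entirely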
#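 Assay system: AH1F fibroblasts assembling fluorescent fibronectin matrix; Amount: 10000 AH1F cells per well; Buffer or medium: DMEM, 2% serum; Probe or stimulus: Alexa488-fibronectin, 24 nM final in well; Doses: single compound dose, delivered by pin transfer; Incubation: 1 h adhesion, overnight exposure; Measured by: fluorescence 485/525 nm; Read-out: fibronectin deposition inhibition.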
# Cneo AK release = Cryptococcus neoformans lysis via adenylate kinase release | C. neoformans lysis, adenylate kinase release luminescence, 4 h; normalised: neutral wells 0, clomiphene wells 100 | AID 651654 | 360,000 compounds, 0.2% hits | lysis activity, % at 15 µM;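 active = mean lysis activity across replicates of at least 80%, whatever share of replicates individually reach that level; inactive = mean lysis activity below 80%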
#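 Assay system: log-phase C. neoformans yeast / Quantity: yeast cell density of 5 × 10^6 cells/mL / Medium: fresh YPD growth medium / Compound: single dose / Timing: static 4 h at 37 °C with compound, 1 h detection / Measured by: adenylate kinase release luminescence / Read-out: lysis from increased AK signal / Benchmarks: Clomiphene as positive lysis control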
# Casp6 inh = caspase-6 (human) enzyme inhibition; purified caspase-6, Z-VEID-R110 cleavage fluorescence; AID 686996; P55212; inhibition, % at 12.5 µM; 350,000 compounds, 0.53% hits;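 active = mean inhibition across replicates at least about 35%, with every replicate also reaching that limit, limit read from the data; inconclusive = only one of the two criteria met; inactive = neither criterion met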;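 note: 0% = median of neutral control wells and 100% = no fluorescence left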
# Target sequence (P55212 24-179 limits assumed): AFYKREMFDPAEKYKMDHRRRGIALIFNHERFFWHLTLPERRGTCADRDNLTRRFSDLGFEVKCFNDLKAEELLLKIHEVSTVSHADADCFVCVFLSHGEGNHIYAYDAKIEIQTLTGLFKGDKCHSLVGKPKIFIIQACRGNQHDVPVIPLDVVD
# Target sequence (P55212 194-293 limits assumed): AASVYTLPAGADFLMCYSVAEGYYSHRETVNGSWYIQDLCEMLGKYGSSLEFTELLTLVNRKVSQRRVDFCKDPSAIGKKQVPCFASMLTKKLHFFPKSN
# miR122 inh = blocks miR-122 activity in Huh7 sensor cells | 340,000 compounds, 0.3% hits | activation (reporter increase), % at 12.5 µM | Huh7 miR-122 Renilla luciferase sensor, 48 h; neutral wells = 0, positive control = 100 | AID 602342;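 active = mean replicate activation score at least 90 and every replicate individually at or above 90; inconclusive = only one of the two criteria met; inactive = neither criterion met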;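 note: higher luciferase means less miR-122 activity so hits act as miR-122 inhibitors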
# PGC1a acetyl inh = modulators of PGC1a acetylation; 350,000 compounds, 0.17% hits; AID 651687; inhibition, % at 15.6 µM; U2OS PGC1a acetylation, AlphaScreen anti-acetyl-lysine; with virally co-expressed GCN5 acetyltransferase;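 active = every replicate shows inhibition of at least 40%; inconclusive = mean inhibition at least 40% but some replicate below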;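 note: 0% = neutral control wells and 100% = positive control wells; some results beyond the cut were filed as inactive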
# PAX8 reporter = inhibitors of PAX8 transcriptional activity in RMG-I cells; inhibition, % at 12.6 µM; 360,000 compounds, 1.2% hits; RMG-I TPO-luciferase reporter, SteadyGlo, 24 h;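 active = mean replicate inhibition at least 60% with every replicate also reaching 60%; inconclusive = only one of the two criteria is met; inactive = mean below 60% and not all replicates reaching 60%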;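 note: luciferase light reporting Pax8 driven TPO promoter activity; plate controls were median of neutral control wells for no effect and mitoxantrone controls for full effect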
# EWS-Fli inh = inhibitors of EWS/Fli oncoprotein transcriptional activity | 350,000 compounds, 0.67% hits | AID 651661 | A673 NR0B1-luciferase reporter, viability-normalised | inhibition, % at 12.6 µM;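 active = mean inhibition of at least 50% after viability correction, with every replicate also passing that limit; inconclusive = mean reaches 50% but only one of two replicates passes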;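 note: firefly luciferase signal divided by Alamar Blue viability fluorescence both relative to DMSO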
# LGR2 antag = blocks bursicon-induced cAMP signaling via Drosophila LGR2 | HEK293 LGR2, CRE-luciferase, bursicon-stimulated, 4 h | inhibition, % at 9.99 µM | 380,000 compounds, 0.35% hits | AID 720647;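 active = drop in luminescence signal, shown as inhibition above about 50% in the replicate tests, limit read from the data, passing the limit was not always enough; inconclusive = probably only some replicates passing the limit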;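 note: agonist challenge used bursicon conditioned medium at about half maximal strength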
# Numbers without * were called inactive; ? = inconclusive; · = not tested or not shown; [ ] = another dose, or the depositor's remark.
SMILES,FN deposition inh,Cneo AK release,Casp6 inh,miR122 inh,PGC1a acetyl inh,PAX8 reporter,EWS-Fli inh,LGR2 antag
O=C(Nc1cccc(Cl)c1)c1cnc[nH]1,-0.4,-1.8,-5.8,0.3,-7.4,-71.6,-63.6,-39.9
CCN1CCN(C(=O)C2CCN(C(=O)c3cc4sccc4n3CC)CC2)CC1,7.4,2.2,-0.5,·,·,7.3,-7.2,6.5
O=C(CC1C(=O)NCCN1C(=S)Nc1ccccc1)Nc1ccc(F)cc1 (configuration not stated),-0.8,·,-3.3,·,·,7.1,·,10.7
CC(C)(C)c1nc(S(=O)(=O)c2ccc(Cl)cc2)c(N2CCOCC2)o1,-5.8,3.7,·,1.4,-1.6,-3.6,·,·
CC(C)(C)c1ccc(C(=O)Nc2cccc(S(=O)(=O)NC3=NCCC3)c2)cc1,-3.7,-2.7,5.2,21.7,-6.9,-63.7,-20.4,?
O=C(Nc1ccc(Br)c(Br)c1)C1CCCO1 (configuration not stated),-7.0,0.1,-2.4,-2.8,7.0,-12.1,-14.6,-37.8
OC(c1cccc(Cl)c1)c1nc(-c2cc3ccccc3o2)cs1 (configuration not stated),·,2.7,-4.5,-2.6,-2.8,-28.6,-35.7,-19.0
CN(C)CC#Cc1ccc([C@@H]2[C@@H](CO)N3CCCCN(C(=O)c4ccc5c(c4)OCO5)C[C@@H]23)cc1,·,3.1,-0.8,14.0[16.7 µM],1.4,20.8,-12.2,-5.0
COc1cccc(-c2ccc3c(c2)[C@H]2[C@H](CCN2C(=O)c2ccc4c(c2)OCO4)[C@H](CO)N3C)c1,-1.4,-12.0,-0.1,2.2[16.7 µM],-8.5,10.0,9.1,13.6
CCC(CC)NC(=O)c1nn(Cc2ccccc2)c(=O)c2ccccc12,-7.9,-0.4,-2.3,8.9,-10.2,-15.8,1.7,1.7
O=C(NCCCNC(=O)c1ccc(-c2cccc(Cl)c2)o1)c1cnccn1,2.1,·,0.0,-2.6,12.4,-3.9,-5.9,-2.0
OC(c1cc(-c2ccc(C(F)(F)F)cc2)nc(C(F)(F)F)c1)C1CCCCN1 (configuration not stated),6.9,0.4,-3.2,-30.3,-38.2,87.8*,35.2,1.5
Cn1c(O)c(N=NC(=O)c2ccco2)c2ccccc21,-3.6,·,-2.7,·,·,-65.9,-33.4,·
COc1ccccc1NC(=O)C1CCCN(c2ncnc3c2nc2n3CCCCC2)C1 (configuration not stated),-4.0,-11.1,-2.1,-0.9,-8.3,12.0,11.3,3.0
COc1ccc(OC)c(-c2nn(-c3ccccc3)cc2C(=O)N2CCc3ccccc3C2)c1,-7.9,-0.9,1.1,·,-7.2,28.1,13.2,17.7
CCn1ncc(CN2CCN(C(=O)Nc3ccccc3C(=O)OC)CC2)c1C,4.8,-5.8,·,-13.0,-12.7,·,·,·
O=C(CN1CCN(C(c2ccccc2)c2ccccc2)CC1)Nc1ccc(N2CCOCC2)cc1,-6.9,·,-4.4,·,·,-5.4,-2.9,-19.6
COc1ccccc1CNC(=O)C[C@@H]1CC[C@H]2[C@@H](COC[C@H](O)CN2C(=O)Nc2ccc(Cl)cc2)O1,-3.5,-2.4,-1.5,3.2[16.7 µM],1.1,8.3,-15.0,-17.8
C[C@@H]1CCCCO[C@H](CN(C)Cc2ccncc2)[C@@H](C)CN([C@@H](C)CO)C(=O)c2cc(NC(=O)C3CCCCC3)ccc2O1,·,·,·,5.0[16.7 µM],-9.3,-3.1,-7.1,1.2
CSc1ccc(C(=O)C2CCCN(C(=O)c3ccc(C)nc3)C2)cc1 (configuration not stated),11.1,·,1.4,·,4.8,1.5,-4.5,26.1
O=C(CN(CCc1ccccc1)Cc1ccccc1)Oc1ccccc1P(=O)(O)O,2.4,-4.4,4.3,0.9,2.5,-13.0,1.1,3.0
COc1ccccc1S(=O)(=O)Nc1ccc2c(c1)C(=O)N(C)C[C@H](OC)[C@H](C)CN[C@H](C)CO2,-9.1,1.6,·,·,0.7,-10.6,7.7,2.6
CCOCCCn1c(SCC(=O)/C(C#N)=C(\C)N)nc2ccccc2c1=O,6.6,0.5,0.2,-1.5,4.1,-15.6,-79.6,-16.4
CC(C)NC(=O)N(C)C[C@@H]1OCCCC[C@H](C)Oc2ccc(NC(=O)CCCN(C)C)cc2C(=O)N([C@H](C)CO)C[C@@H]1C,·,-0.3,-7.1,2.2[16.7 µM],0.1,-16.1,·,·
O=C(C[C@@H]1CC[C@H](NC(=O)c2ccncc2)[C@@H](CO)O1)NCC1CCCCC1,-5.1,-2.3,0.9,18.7[16.7 µM],-9.1,-14.5,4.9,-0.3
Cc1cc(C(=O)NNC(=O)C(C)NS(=O)(=O)c2ccccc2F)c(C)o1 (configuration not stated),-0.3,0.7,-1.0,-7.6,1.7,-3.6,-4.0,0.7
O=C(CSc1n[nH]c(=O)n1Cc1ccco1)N1CCOCC1,-4.7,5.6,-3.2,0.7,13.1,-25.7,5.2,-3.9
C[C@@H]1CN([C@@H](C)CO)C(=O)Cc2cc(NC(=O)Nc3cccc4ccccc34)ccc2O[C@H]1CN(C)Cc1ccc(Cl)c(Cl)c1,·,-2.2,1.0,-7.7[16.7 µM],4.8,·,9.7,-0.8
COc1ccc(CNS(=O)(=O)CCNCc2ccco2)cc1,7.1,-2.5,-3.7,-3.4,·,-35.9,0.2,12.7
CCN1CCSc2ccc(C(=O)NCc3cccc(F)c3)cc21,3.4,-0.6,0.6,9.0,-1.2,-12.4,-8.4,7.0
CCOc1ccc(C(=O)NNC2CC(=O)N(Cc3ccc(Cl)cc3)C2=O)cc1OC (configuration not stated),9.8,·,-0.4,·,-6.2,25.3,0.2,1.7
COc1cc(C(=O)Nc2nc3ccc(S(=O)(=O)N4CCOCC4)cc3s2)cc(OC)c1OC,·,-2.1,·,15.4,5.4,11.3,·,·
CCOC(=O)CC1(NC(=O)c2cc(COc3cccc(OC)c3)on2)CCCCC1,-7.9,0.3,3.4,-3.1,-12.1,-5.0,·,10.0
CCC(=O)N(C)C[C@@H]1Oc2cc(-c3ccccc3OC)ccc2S(=O)(=O)N([C@@H](C)CO)C[C@H]1C,·,1.1,-3.5,2.7[16.7 µM],-4.1,-10.7,0.2,12.1
Cc1ccccc1OC1(C)CCN(Cc2ccc3ccccc3c2)C1 (configuration not stated),-4.5,-12.7,-2.3,·,·,-6.5,4.7,-7.0
O=C(Cn1cc(C(=O)C(F)(F)F)c2ccccc21)Nc1ccccc1F,2.0,-0.7,15.2,6.7,-7.0,25.8,1.9,8.2
CCOc1cc(NC(=S)NCC2CCCO2)c(OCC)cc1NC(=O)CC(C)C (configuration not stated),2.4,·,-0.1,·,·,9.2,3.6,-12.3
COc1ccc2nc(NC(=O)C3CC(=O)N(c4ccccc4)C3)sc2c1 (configuration not stated),6.5,-1.4,4.7,-5.7,-3.8,4.8,-8.1,-8.9
COc1ccc2c(c1OC)C(=O)N(c1cccc(/C=C/C(=O)O)c1)C2,1.5,-8.8,-3.5,·,2.8,-7.6,-6.2,32.6
COc1ccc(NC(C)=[N+](C)CCNS(=O)(=O)c2ccc(Cl)cc2)cc1,·,-0.6,-2.0,-0.9,·,11.4,3.0,-11.5
C[C@H]1CCCCO[C@H](CN(C)Cc2ccc(Cl)c(Cl)c2)[C@@H](C)CN([C@@H](C)CO)C(=O)c2cc(N(C)C)ccc2O1,·,5.0,1.7,-3.1[16.7 µM],24.1,46.4,·,·
C[C@H](CO)N1C[C@H](C)[C@@H](CN(C)C(=O)C2CC2)Oc2cc(-c3cccc(C#N)c3)ccc2S1(=O)=O,3.0,-3.2,3.9,1.8[16.7 µM],-5.3,·,2.1,21.6
CCOc1ccc(NC(=O)CN(C)C(=O)c2cc(C3CC3)nn2-c2ccccc2)cc1OCC,5.9,·,4.3,·,·,-10.1,8.5,-1.7
COCC(=O)N1CC[C@@H]2[C@H]1c1cc(C#Cc3ccc(OC)cc3)ccc1N[C@@H]2CO,-7.6,-13.3,0.1,-5.0[16.7 µM],-7.7,-0.5,-19.5,1.0
C[C@H]1CCCCO[C@H](CN(C)CC2CC2)[C@@H](C)CN([C@@H](C)CO)C(=O)c2cc(NC(=O)CCC(F)(F)F)ccc2O1,·,·,-0.2,·,1.2,-20.4,-4.6,0.4
O=C(NNc1ncccc1Cl)c1c(Cl)cccc1Cl,-3.2,·,-0.2,·,6.9,-17.1,7.8,-6.6
COc1ccc2c(/C=N/NS(=O)(=O)c3ccc(C)cc3)c[nH]c2c1,-9.7,0.1,0.5,13.4,-15.8,30.4,17.7,-6.0
Nc1ccc(CCc2nc3ccccc3o2)cc1,-2.1,-1.2,·,-0.2,-2.0,·,·,·
O=C(CN1CCCCCC1)NCc1ccccc1,·,0.3,-5.1,-1.5,-10.4,1.7,5.7,-51.9
O=C(COC(=O)CC(c1ccccc1)c1ccccc1)Nc1cccc(F)c1,12.7,·,2.5,·,3.6,-0.4,-1.8,·
# The listing continues:
SMILES,FN deposition inh,Cneo AK release,Casp6 inh,miR122 inh,PGC1a acetyl inh,PAX8 reporter,EWS-Fli inh,LGR2 antag
COc1ccc(OC)c(-c2cc(C(=O)Nc3c(C)nn(Cc4ccccc4C)c3C)no2)c1,·,·,-1.0,-5.4,-10.8,·,20.0,-2.0
CNC(=O)CCSSCCC(=O)NC,-11.7,·,-0.4,·,5.1,2.8,1.1,-22.3
COc1ccc(C)cc1-n1nnnc1SCC(=O)NC(=O)NCc1ccco1,·,-3.0,14.2,18.0,-2.6,·,8.9,-11.4
CC1=C(C(=O)OCc2ccccc2)C(c2ccccc2Cl)NC(=O)N1C (configuration not stated),1.9,-5.6,2.9,-3.9,-1.1,18.3,7.8,-34.6
CCOC(=O)[C@H]1[C@H]2COc3ccc(Cl)cc3[C@@H]2N2C(=O)CN(Cc3ccc(F)cc3)C(=O)[C@@]12C,-17.5,0.5,-3.5,1.6,·,25.4,11.2,14.9
Cc1cc2c3c([nH]c2cc1S(=O)(=O)N1CCC2(CC1)OCCO2)CCCC3=O,19.6,0.7,13.3,-0.3,-10.0,30.8,19.5,4.8
CSCCC(C(=O)NCc1ccccc1)n1c(Cc2cc(F)cc(F)c2)nc2ccccc21 (configuration not stated),-3.6,·,-0.6,·,·,4.4,2.3,7.5
CCN(CC)c1ccc(/C=N/n2c(-c3ccccc3Br)n[nH]c2=S)cc1,-8.4,0.9,3.9,·,4.6,15.9,24.0,7.0
Cc1nc(S/C(=C\c2ccc(-c3ccc(C(=O)O)c(Cl)c3)o2)C(=O)O)n[nH]1,-29.5,19.4,58.5*,-23.2,5.7,-3.4,-0.6,2.6

# Some entries already given, limited to EWS-Fli inh and LGR2 antag:
mol | EWS-Fli inh | LGR2 antag
CC1=C(C(=O)OCc2ccccc2)C(c2ccccc2Cl)NC(=O)N1C (configuration not stated) | 7.8 | -34.6
CCOC(=O)[C@H]1[C@H]2COc3ccc(Cl)cc3[C@@H]2N2C(=O)CN(Cc3ccc(F)cc3)C(=O)[C@@]12C | 11.2 | 14.9
